Screening data as filed in PubChem BioAssay.
PhoP inhibition: PhoP-dependent GFP reporter repression – Salmonella Typhimurium, primary screen (AID 1863); S. Typhimurium PhoP-regulated promoter GFP reporter, 4 h; higher % means a stronger effect; inhibition, % at 50 µM, or IC50 in µM where a hit was titrated; 300,000 compounds, 0.16% hits;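 active = inhibition over 29.93%, a cutoff 3 SD above the screen mean, later confirmed by dose response; inconclusive = inhibition over 29.93% but no dose response follow-up; inactive = inhibition at most 29.93% or unconfirmed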;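 also: 0% = low Mg2+ inducing control and 100% = high Mg2+ repressing control; strong numbers were not always called active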
Siah-1 displacement: Siah-1 peptide-binding antagonists, primary screen, biochemical, fluorescence polarization, rhodamine-plectin, uHTS (AID 1817); displacement, % at 20 µM, or IC50 in µM where a hit was titrated; 290,000 compounds, 0.02% hits; Siah-1 / rhodamine-plectin peptide fluorescence polarization; higher % means a stronger effect;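 active = displacement of at least 50% at 20 µM, with a fluorescence ratio check between 0.3 and a set limit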;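 also: plate controls were Siah plus tracer with DMSO for no effect and tracer alone without Siah for full effect; strong numbers were not always called active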
P. falciparum M17LAP: P. falciparum M17LAP inhibitors, primary screen, biochemical, fluorogenic H-Leu-NHMec substrate, 1536-well (AID 1619); recombinant M17LAP, H-Leu-NHMec fluorogenic kinetic assay; higher % means a stronger effect; inhibition, % at 30 µM, or IC50 in µM where a hit was titrated; 220,000 compounds, 0.38% hits;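 active = compound inhibiting the enzyme by more than half at any dose during confirmatory dose-response retesting; inconclusive = strong single-dose inhibitors picked by rank but not retested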;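 also: plate controls were full reaction with DMSO carrier for no effect and no enzyme background for full effect; strong numbers were not always called active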
ER stress rescue: rescue of cells from ER stress-induced death, primary screen, 384-well, CSM14.1, thapsigargin, ATP luminescence (AID 1222) | 190,000 tested, under 10 active | cellular ATP content (survival), % at 20 µM; hits with a dose series show EC50 in µM | CSM14.1 thapsigargin-induced death rescue, ATP luminescence; higher % means a stronger effect;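 active = EC50 below 50 µM in the dose-response confirmation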;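 also: death triggered by thapsigargin at about 15 µM added after 2 h compound pretreatment; cell ATP read after overnight thapsigargin exposure of roughly 18 to 22 hours; normalized against plate controls of thapsigargin alone and 5% DMSO vehicle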
Yfh1-off respiration: mitochondrial function rescue without frataxin homolog – Friedreich's ataxia, plus single-dose screen, dose response (AID 1465) | S. cerevisiae Yfh1-off respiration, WST-1 reduction, 72 h; higher fold induction means a stronger effect | 220,000 compounds, 0.074% hits | fold induction at 50 µM, or EC50 in µM where a hit was titrated;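 active = fold induction of absorbance versus untreated yeast above a set limit, then at least 30% activation at any dose in follow-up; inconclusive = repeats straddling the limit, or above it without dose testing; inactive = fold induction below the set limit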;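 also: activators that raise dye reduction in frataxin-depleted yeast; strong numbers were not always called active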
XIAP displacement: XIAP antagonists, biochemical, IAP family, fluorescence polarization (AID 1018). 200,000 compounds, 0.007% hits. displacement, % at 20 µM, or IC50 in µM where a hit was titrated. XIAP BIR domain, fluorescence polarization peptide displacement; higher % means a stronger effect; in the data active = displacement above about 50%; also: a part of the inactive calls stands beside numbers as strong as those of hits
PMI inhibition: MPI inhibition at elevated mannose 6-phosphate – biochemical, fluorescence intensity, high mannose 6-phosphate, primary screen (AID 1220) | recombinant PMI enzyme, coupled fluorescence intensity; higher % means a stronger effect | one-dose inhibition, % at 20 µM; IC50 in µM for titrated hits | 190,000 compounds, 0.66% hits; in the data active = inhibition above about 50%
P. falciparum M1AAP: P. falciparum M1AAP inhibitors, biochemical, fluorogenic H-Leu-NHMec substrate, 1536-well (AID 1445); recombinant M1AAP, H-Leu-NHMec fluorogenic kinetic assay; higher % means a stronger effect; inhibition, % at 30 µM, or IC50 in µM where a hit was titrated; 220,000 compounds, 0.42% hits;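 active = primary inhibition above the hit cutoff, then over 50% inhibition at one or more dose response concentrations, cut at about 23% in these data, passing the limit was not always enough; inconclusive = conflicting primary data, or primary hits not chosen for dose response; inactive = low primary inhibition, or under 50% at every dose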;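 also: plate controls were DMSO full reaction for no effect and no enzyme background for full effect; strong numbers were not always called active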
West Nile virus CPE: West Nile virus antiviral activity, cell-based, CPE readout (AID 1621); West Nile virus-infected cells, CPE inhibition; higher % means a stronger effect; one-dose CPE inhibition, % at 10 µM; IC50 in µM for titrated hits; 290,000 compounds, 0.02% hits; in the data active = a potency from the dose series; inconclusive = CPE inhibition mostly from about 3.7% at the one dose, without a potency; inactive = the rest, 99 in 100 with CPE inhibition below about 2.2%; also: strong numbers were not always called active
Numbers without * were called inactive; i = inactive; ? = inconclusive; . = not tested or not shown.

SMILES | PhoP inhibition | Siah-1 displacement | P. falciparum M17LAP | ER stress rescue | Yfh1-off respiration | XIAP displacement | PMI inhibition | P. falciparum M1AAP | West Nile virus CPE
CCOC(=O)c1ccc(N=c2sc(C(=O)OC)cc(=O)n2Cc2ccco2)cc1 | 6% | -2% | -2% | . | i | -1.3% | 21% | 11% | ?
CCn1ccnc1CN(C)C(=O)CCc1nnc(CCCc2ccccc2)o1 | 0% | 12% | 5% | -0.4% | i | -6.4% | 4% | 1% | 0.1%
COCCN1C(=O)N[C@@H](c2ccco2)C(C(C)=O)=C1C | -6% | 5% | -1% | -1.3% | i | -16% | -2% | 5% | -0.2%
N#Cc1nc(-c2ccccc2F)oc1NCCc1ccccn1 | 6% | 8% | -19% | 0.5% | i | -4.7% | -1% | -4% | 0.1%
CCOC(=O)N1CCN(C(=O)CN2C(=O)COc3ccc(C(C)(C)C)cc32)CC1 | -2% | -3% | -2% | -1.1% | i | 1.4% | -19% | 2% | -0.7%
COc1c(-c2ccc(O)c(O)c2)oc2cc(O)cc(O)c2c1=O | -2% | 71% | 36% | . | i | . | . | ? | 0.2%
CCN(CC)c1ccc(NC(=O)c2ccc3c(c2)c(C)c(C)n3C)cc1 | -5% | -3% | 1% | -0.5% | i | -1.2% | 36% | 5% | -1.5%
CC1CCCN(C(C(=O)NC2CCCCC2)c2cc3c(cc2[N+](=O)[O-])OCO3)C1 (stereo unspecified) | 5% | -5% | 4% | -2.2% | i | -15% | 41% | 7% | -1.6%
CCc1ccccc1NC(=O)N[C@H](C(=O)O)C(C)CC (stereo partly specified) | -18% | 0% | 24% | -0.7% | i | -4.7% | 5% | 3% | 0.6%
Cc1sc(NC(=O)CSc2nc(O)cc(=O)[nH]2)nc1-c1ccccc1 | -6% | 5% | 18% | -0.8% | i | -5.0% | 16% | 7% | 0.6%
CCn1nccc1C(=O)Nc1nc2ccccc2n1CCN1CCCCC1 | 11% | -4% | 8% | -1.2% | i | 1.1% | 3% | 7% | -0.3%
COc1cc(S(=O)(=O)n2nnc3ccccc32)c(OC)cc1Cl | 7% | -4% | 21% | -3.1% | i | -3.8% | -3% | 0% | 0.3%
CC(=O)Nc1ccc(Oc2ncccn2)c(Cl)c1 | -8% | -2% | 0% | 0.1% | i | -1.9% | 2% | 1% | 0.3%
COc1ccc(N2C(=O)C(Cl)=C(Nc3ccc(OC)cc3OC)C2=O)cc1 | -4% | 3% | 1% | -2.9% | i | -1.8% | -2% | 6% | 0.9%
O=C1NCCN1Cc1ccccc1F | 3% | 3% | 8% | -2.0% | i | -8.2% | -23% | 4% | 0.8%
Cc1onc(-c2c(F)cccc2Cl)c1C(=O)Nc1cccc(S(=O)(=O)NCc2ccco2)c1 | 8% | 6% | 6% | 2.0% | i | -4.0% | -2% | 8% | -0.3%
CCOC(=O)C1=C(c2ccccc2)NC(=O)NC1c1ccc(OC)c(OC)c1 (stereo unspecified) | 6% | -1% | 18% | 0.6% | i | 0.1% | -10% | -3% | -0.8%
CCCC(=O)c1c(NCCO)cc(C)oc1=O | -4% | 0% | 0% | -1.3% | i | -5.1% | -21% | 3% | -0.7%
CCCc1nn(C)c(C(=O)Nc2cccc3ccccc23)c1Cl | 0% | 21% | -8% | -2.9% | i | -14% | 0% | 2% | -0.8%
Cc1ccc(C)c(OC(=O)c2ccncc2)c1 | 4% | -1% | 0% | -3.1% | i | -12% | 6% | -4% | 0.2%
O=C(N/N=C/c1cccc(Oc2ccccc2)c1)c1cccc(Br)c1 | -4% | -3% | 3% | -0.7% | i | -1.5% | 8% | 6% | 1.4%
COc1ccc(CNC(=O)C2CCCN2S(=O)(=O)c2ccc(S(=O)(=O)N(C)C)cc2)cc1 (stereo unspecified) | 5% | 3% | 4% | -0.4% | i | -6.9% | 1% | 1% | -0.8%
CCOC1OC2C(CO)OC(n3cnc4c(N)ncnc43)C2O1 (stereo unspecified) | -4% | -1% | 3% | . | i | -3.0% | 8% | 2% | 0.2%
O=C(c1ccccc1)N1CCN(CC(O)COCC2CC=CCC2)CC1 (stereo unspecified) | -3% | -3% | -12% | 1.6% | i | -2.2% | -6% | 3% | -0.6%
COc1ccc(N2CC(C(=O)N/N=C/c3c[nH]c4ccccc34)CC2=O)cc1 (stereo unspecified) | 0% | 8% | -1% | -1.5% | i | -1.5% | -8% | 1% | -0.6%

Part of the list above in a different format.
| SMILES | PhoP inhibition | Siah-1 displacement | P. falciparum M17LAP | ER stress rescue | Yfh1-off respiration | XIAP displacement | PMI inhibition | P. falciparum M1AAP | West Nile virus CPE |
| --- | --- | --- | --- | --- | --- | --- | --- | --- | --- |
| COc1ccc(N2C(=O)C(Cl)=C(Nc3ccc(OC)cc3OC)C2=O)cc1 | -4% | 3% | 1% | -2.9% | i | -1.8% | -2% | 6% | 0.9% |
| O=C1NCCN1Cc1ccccc1F | 3% | 3% | 8% | -2.0% | i | -8.2% | -23% | 4% | 0.8% |
| Cc1onc(-c2c(F)cccc2Cl)c1C(=O)Nc1cccc(S(=O)(=O)NCc2ccco2)c1 | 8% | 6% | 6% | 2.0% | i | -4.0% | -2% | 8% | -0.3% |

Following part.
SMILES | PhoP inhibition | Siah-1 displacement | P. falciparum M17LAP | ER stress rescue | Yfh1-off respiration | XIAP displacement | PMI inhibition | P. falciparum M1AAP | West Nile virus CPE
CCc1ccc(-c2csc3[n+]2CCN3C(C)=O)cc1 | -8% | 2% | 15% | -0.5% | i | -19% | 10% | 3% | -0.8%
c1cc2c(cc1-c1cnc3n1CCC3)OCCO2 | 5% | 2% | 5% | 0.3% | i | -7.6% | 8% | -6% | -1.1%
Cc1ccc(C(=O)O/N=C/c2ccc(N(C)C)cc2)cc1 | -6% | -1% | -2% | -0.2% | i | 2.0% | -10% | 9% | 0.2%
O=C(c1cnn2c1NC(c1ccc(Br)cc1)CC2C(F)(F)F)N1CCN(C23CC4CC(CC(C4)C2)C3)CC1 (stereo unspecified) | 4% | 6% | -2% | 11% | i | -17% | 6% | 3% | -0.7%
CCOC(=O)C1CCCN(S(=O)(=O)c2ccc(S(N)(=O)=O)cc2)C1 (stereo unspecified) | -3% | 12% | -9% | -3.6% | i | -2.9% | 6% | 7% | -1.6%
O=C(Nc1ncccc1Cl)C1COc2ccccc2O1 (stereo unspecified) | -2% | -4% | -12% | -0.1% | i | -3.3% | -13% | 10% | -0.3%
Clc1ccc(C[n+]2csc3ccccc32)cc1 | 6% | 8% | -11% | 0.7% | i | -2.6% | -125% | -3% | -0.8%
CC(C)(C)C(=O)COC(=O)c1cc2ccccc2cc1O | -6% | -1% | 15% | -0.3% | i | -2.0% | 10% | 4% | 1.4%
Cc1ccc(NC(=O)Nc2nnc(-c3ccncc3)s2)cc1C | -8% | 19% | -3% | -1.0% | i | -3.3% | . | 1% | 0.2%
COc1ccc(CCNC(=O)C2=COCCO2)cc1 | 8% | -2% | 3% | -2.7% | i | -3.1% | -7% | 1% | 0.2%
C=CCn1c(-c2ccccc2OC)n[nH]c1=S | 3% | 10% | 4% | 18% | i | -0.2% | -4% | 20% | 0.1%
Cc1c(NC(=O)CSc2nnc(Nc3ccccc3)s2)c(=O)n(-c2ccccc2)n1C | -1% | 0% | 20% | -1.4% | i | -0.4% | 0% | 2% | -0.1%
CC(C)(C)n1nnnc1C(c1cccnc1)N1CCN(C2CCCCC2)CC1 (stereo unspecified) | 14% | 2% | 4% | 0.0% | i | 0.3% | 0% | 2% | -0.2%
CCN(CCCNC(=O)c1c(C)cc(=O)oc1C)c1ccccc1 | 2% | -4% | 9% | 0.8% | i | -11% | 11% | 6% | -0.5%
O=C(N/N=C/c1ccc(F)cc1)c1sccc1OCc1ccc(F)cc1 | -4% | 2% | -4% | -0.6% | i | -18% | 3% | 3% | -0.1%
CC(=O)N1c2c(cc(Br)cc2S(=O)(=O)N2CCN(c3ccccn3)CC2)CC1C (stereo unspecified) | 14% | 1% | 3% | 5.3% | i | -6.1% | 5% | -7% | 0.3%
COc1ccc2[nH]c3c(=O)n(/N=C/[C@H]4C(C)C=C(C)CC4C)c(=O)[nH]c3c2c1 (stereo partly specified) | -13% | -3% | 2% | -4.7% | i | 3.0% | -4% | 6% | 0.0%
O=C(O)c1cccc(NS(=O)(=O)c2cccc3cccnc23)c1 | 8% | 2% | 3% | -0.5% | i | -4.1% | 6% | 3% | 0.1%
COc1ccc(-n2c(Cc3cc(=O)[nH]c(=O)[nH]3)nnc2SCC(=O)Nc2cc(C(F)(F)F)ccc2Cl)cc1 | 7% | 4% | -1% | -2.1% | i | -8.5% | 3% | -5% | 0.4%
Cc1ccc(CN=C(Nc2ccccc2)NC2CCCCC2)cc1 | 1% | 4% | -1% | -5.2% | i | 0.8% | -5% | 14% | -1.3%
CCc1cc2c(N3CCN(c4ccccc4)CC3)ncnc2s1 | 0% | 6% | -4% | 0.7% | i | -1.4% | 4% | 9% | 0.4%
O=C(NCCc1csc(-c2ccccc2)n1)c1ccccc1F | -8% | -5% | 2% | . | i | . | . | 2% | -0.5%
O=C(COc1ccc(Cl)cc1)N1CCN(c2cccc(C(F)(F)F)c2)CC1 | -7% | 3% | -3% | 2.4% | i | -6.1% | 3% | 12% | 0.1%
O=C(Nc1sc2c(c1C(=O)O)CCC2)c1ccc(F)cc1 | 5% | -4% | 55% | -0.9% | i | -4.1% | 14% | 15% | 0.0%
CCC1=C(OC(=O)N(CC)CC)N2C(=O)OC(=NCC(=O)OC)[C@]2(C)[C@H]2C1=CC[C@H]1C(=O)N(C)C(=O)[C@H]12 | -5% | 8% | 4% | . | i | . | . | 1% | 0.3%
CCn1cc(C(=O)Nc2ccc(C)cc2C)c(=O)c2ccc(C)nc21 | -1% | 0% | 2% | 0.6% | i | -6.2% | . | 16% | -0.7%
Cc1ccc(N2C(N)=NC(N)=NC2(C)C)c(C)c1 | -11% | 4% | -3% | -0.4% | i | -24% | 5% | 2% | -0.2%

In the list so far, 3 contain bromine.
SMILES | PhoP inhibition | Siah-1 displacement | P. falciparum M17LAP | ER stress rescue | Yfh1-off respiration | XIAP displacement | PMI inhibition | P. falciparum M1AAP | West Nile virus CPE
O=C(N/N=C/c1cccc(Oc2ccccc2)c1)c1cccc(Br)c1 | -4% | -3% | 3% | -0.7% | i | -1.5% | 8% | 6% | 1.4%
O=C(c1cnn2c1NC(c1ccc(Br)cc1)CC2C(F)(F)F)N1CCN(C23CC4CC(CC(C4)C2)C3)CC1 (stereo unspecified) | 4% | 6% | -2% | 11% | i | -17% | 6% | 3% | -0.7%
CC(=O)N1c2c(cc(Br)cc2S(=O)(=O)N2CCN(c3ccccn3)CC2)CC1C (stereo unspecified) | 14% | 1% | 3% | 5.3% | i | -6.1% | 5% | -7% | 0.3%
